# Source: PubChem
# KB-V1 MDR tox – qHTS assay for MDR1-selective chemotherapeutics: Primary screen using the drug-selected MDR subline cells KB-V1. KB-V1 MDR cells viability, CellTiter-Glo, 72 h. Potency, µM (titrated, usually from 46.1 µM), without a hit: at the top dose activity change, negative = cytotoxicity, hits mostly cytotoxic. 400,000 tested, 3.4% active. AID 1347076, 2019; further: potency means the concentration at half of the fitted maximal effect; on the % scale 0 is the no-effect control and ±100 the full control effect; nearly all actives have a fitted effect of over 60% in size
#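 In this primary screen, KB-V1 cells overexpressing P-gp are incubated with library compounds (lowest to highest concentration) for 72 h at 37 degrees C before a luminescent ATP viability read.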
# IL-1B inflam inh – qHTS for Inhibitors of Inflammasome Signaling: IL-1-beta AlphaLISA Primary Screen. AID 743279, 2014. THP-1 LPS/ATP IL-1B secretion, AlphaLISA, 16 h; active compounds read low. activity change, % at 57.5 µM. 360,000 tested, 4.7% active; in the data active means activity change below about -50%; inconclusive means mostly about -30% to -49%; further: on the % scale 0 is the no-effect control and ±100 the full control effect
#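 THP-1 cells pretreated 1 hr with compounds (up to 57.5 uM final), then stimulated with LPS (250 ng/mL final) plus ATP (1.25 mM final); secreted IL-1B measured by AlphaLISA after 16 hr, decreased signal indicating inhibition.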
# KB-3-1 tox – qHTS assay for MDR1-selective chemotherapeutics: Primary screen using the parental adenocarcinoma cell KB-3-1; KB-3-1 viability, CellTiter-Glo ATP luminescence, 72 h; 400,000 tested, 1.4% active; Potency, µM (series often up to 46.1 µM), for the others: at the highest dose activity change, negative = cytotoxic, hits mostly cytotoxic; further: potency means the concentration at half of the fitted maximal effect; on the % scale 0 is the no-effect control and ±100 the full control effect; nearly all actives have a fitted effect of over 60% in size
#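 Here the drug-naive KB-3-1 line serves as comparator for MDR sub-line selectivity; cells received compound titrations, 72 h at 37 °C, then CellTiter-Glo readout.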
# HT1080NT lethal – qHTS for induction of synthetic lethality in tumor cells producing 2HG: qHTS for the HT-1080-NT fibrosarcoma cell line; HT-1080-NT fibrosarcoma viability, CellTiter-Glo ATP luminescence, 48 h; AID 686970, 2013; 360,000 tested, 1.6% active; Potency, µM (titrated, usually from 46.1 µM), for the others: top-dose activity, negative = less viability, actives largely listed as cytotoxic;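 further: NT is the 2HG producing partner of a matched IDH1 knockdown line; potency means the concentration at half of the fitted maximal effect; 0% = DMSO-treated cells and -100% = media-only wells without cells; nearly all actives have a fitted effect of over 55% in size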
#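 Compounds were tested in concentration-response format on HT-1080-NT cells for 48 hours at 37 degrees C. Cell viability came from CellTiter-Glo luminescence; curves were classified by r2, response magnitude and activity.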
# ATXN2 expr inh – Primary qHTS for Inhibitors of ATXN expression. HEK-293 ATXN2-luciferase reporter, luminescence, 24 h. Potency, µM (top dose mostly 57 µM), for the others: top-dose activity change, negative = inhibition, hits mostly inhibitors. 360,000 tested, 0.72% active; further: potency means the concentration at half of the fitted maximal effect; on the % scale 0 is the no-effect control and ±100 the full control effect; nearly all actives have a fitted effect of over 55% in size
#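 ATXN2-luciferase reporter cells (luciferase flanked by upstream and downstream ATXN2 gene portions) were treated 24 h at 37 °C with compounds at up to 57 uM. SteadyGlo luminescence gave expression; GF-AFC fluorescence gave viability.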
# WRN helicase inh – qHTS for Inhibitors of WRN Helicase; Potency, µM (series often up to 114 µM), for inactives: at the highest dose activity change, negative = inhibition, most hits filed as inhibitors; WRN helicase unwinding, fluorescent forked duplex, kinetic; 360,000 tested, 0.46% active; Bifunctional 3'-5' exonuclease/ATP-dependent helicase WRN (Homo sapiens), Q14191; further: potency means the concentration at half of the fitted maximal effect; on the % scale 0 is the no-effect control and ±100 the full control effect; nearly all actives have a fitted effect of over 55% in size
# Target sequence (Q14191 whole entry, looked up): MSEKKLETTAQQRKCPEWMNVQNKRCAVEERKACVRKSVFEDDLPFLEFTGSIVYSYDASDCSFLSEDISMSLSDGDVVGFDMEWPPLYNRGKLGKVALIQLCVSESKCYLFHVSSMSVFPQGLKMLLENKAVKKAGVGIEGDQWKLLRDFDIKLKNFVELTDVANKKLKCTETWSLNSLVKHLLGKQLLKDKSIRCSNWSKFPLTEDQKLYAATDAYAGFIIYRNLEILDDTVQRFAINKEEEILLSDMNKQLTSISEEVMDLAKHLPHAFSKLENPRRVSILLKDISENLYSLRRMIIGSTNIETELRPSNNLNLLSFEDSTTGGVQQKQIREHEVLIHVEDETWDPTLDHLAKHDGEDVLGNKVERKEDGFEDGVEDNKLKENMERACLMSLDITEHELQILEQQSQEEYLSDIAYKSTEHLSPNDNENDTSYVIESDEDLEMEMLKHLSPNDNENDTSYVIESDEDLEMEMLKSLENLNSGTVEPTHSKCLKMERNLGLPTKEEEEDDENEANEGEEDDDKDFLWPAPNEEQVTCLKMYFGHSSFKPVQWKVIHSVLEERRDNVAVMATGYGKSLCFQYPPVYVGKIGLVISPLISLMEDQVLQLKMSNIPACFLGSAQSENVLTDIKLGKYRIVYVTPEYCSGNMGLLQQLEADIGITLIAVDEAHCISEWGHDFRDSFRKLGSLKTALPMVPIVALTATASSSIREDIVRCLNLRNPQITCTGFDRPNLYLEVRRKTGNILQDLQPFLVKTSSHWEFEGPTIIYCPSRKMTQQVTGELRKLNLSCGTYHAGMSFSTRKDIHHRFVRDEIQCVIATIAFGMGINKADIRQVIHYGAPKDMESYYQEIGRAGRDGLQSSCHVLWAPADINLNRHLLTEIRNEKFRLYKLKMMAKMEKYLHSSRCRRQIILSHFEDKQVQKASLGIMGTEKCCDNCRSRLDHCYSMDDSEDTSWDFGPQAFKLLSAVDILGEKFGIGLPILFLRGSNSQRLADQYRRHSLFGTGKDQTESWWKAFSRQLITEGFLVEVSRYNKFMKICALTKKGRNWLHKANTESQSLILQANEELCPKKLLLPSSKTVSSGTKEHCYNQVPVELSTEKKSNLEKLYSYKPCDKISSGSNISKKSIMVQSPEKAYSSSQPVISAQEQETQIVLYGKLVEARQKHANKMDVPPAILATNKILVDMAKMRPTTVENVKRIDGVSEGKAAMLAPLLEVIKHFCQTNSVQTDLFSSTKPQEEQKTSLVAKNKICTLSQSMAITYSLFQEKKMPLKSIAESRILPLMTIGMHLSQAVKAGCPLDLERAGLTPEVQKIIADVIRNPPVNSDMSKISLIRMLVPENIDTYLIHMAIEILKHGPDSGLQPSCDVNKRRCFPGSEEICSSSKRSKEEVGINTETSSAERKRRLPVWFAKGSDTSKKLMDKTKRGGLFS
#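 WRN at 20 nM final was preincubated with compound for 15 min at room temperature; reaction started with 100 nM forked duplex oligonucleotide carrying fluorophore and quencher plus 2 mM ATP (final). Unwinding followed kinetically by red fluorescence (ex 525/em 598 nm).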
# SW480 rerep – A quantitative high throughput screen for small molecules that induce DNA re-replication in SW480 colon adenocarcinoma cells | SW480 DNA re-replication, Hoechst DNA content imaging, 48 h | Potency, µM (top dose mostly 46.1 µM), without a hit: at the highest dose re-replication activation, most hits filed as activators | 340,000 tested, 1.8% active; further: potency means the concentration at half of the fitted maximal effect; % of control where 0% means no effect; nearly all actives have a fitted effect of over 55% in size
#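 Quantitative HTS format with DMSO vehicle controls; 48 hr drug incubation at 37 C, then 40 min Hoechst staining and scanning imager measurement at 405 nm excitation.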
# MCF10A rereplic – A quantitative high throughput screen for small molecules that induce DNA re-replication in MCF 10a normal breast cells | MCF 10A DNA re-replication, Hoechst nuclear intensity, 48 h | Potency, µM (titrated, usually from 46.1 µM), without a hit: at the highest dose activity, positive = re-replication, usual class: activators | 350,000 tested, 2.9% active | AID 624296, 2012; further: potency means the concentration at half of the fitted maximal effect; % of control where 0% means no effect; nearly all actives have a fitted effect of over 50% in size
# HT1080 IDH1KD tx – qHTS for induction of synthetic lethality in tumor cells producing 2HG: qHTS for the HT-1080-IDH1KD cell line. HT-1080 IDH1 knockdown viability, ATP luminescence, 48 h. Potency, µM (doses to about 46.1 µM), for inactives: at the highest dose activity, negative = toxicity, hits mostly cytotoxic. 360,000 tested, 2% active. AID 686971, 2013;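 further: potency means the concentration at half of the fitted maximal effect; 0% = DMSO wells and -100% = cell-free medium wells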
#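 Assay cells: HT-1080 with IDH1 knockdown, 750 per well, RPMI/5% FBS. Exposure: 48 h at 37 °C following 2 h pre-incubation. Read: CellTiter-Glo luminescence; fitted concentration-response, curve class assigned.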
# * hit, by the source's call; ? = inconclusive; . = not tested or not shown; [ ] = dose if it differs, or a comment. Unless noted, the call rests on the fitted dose curve; in most records, active means well fitted curve in the direction sought with a large enough effect; inconclusive means small, poorly fitted or top-dose-only effect, or another doubt; inactive means no such curve, though single readings can be large; an effect the other way counts as inactive or inconclusive.
SMILES,KB-V1 MDR tox,IL-1B inflam inh,KB-3-1 tox,HT1080NT lethal,ATXN2 expr inh,WRN helicase inh,SW480 rerep,MCF10A rereplic,HT1080 IDH1KD tx
COc1ccc(S(=O)(=O)N2CCSCC2)cc1,24%,0,-1%,-1%,7%,1%,?,-1%,-4%
Cc1[nH]nc2c1C(c1ccc(N(C)C)cc1)C1=C(CC(C)(C)CC1=O)N2 (centres undefined),5%,-1,13%,18%,?,10%,-2%,5%,29%
c1ccc2c(c1)OCC(CNc1ncnc3sccc13)O2 (centres undefined),?,-12,1.6µM*,0.73µM*,-8%,-5%,0%,15%,1.2µM*
Cc1c(C(=O)O)nnn1-c1nonc1N,-1%,2,2%,0%,-4%,-16%,3%,4%,6%
COc1ccc(-n2c(-c3ccc(OC)c(OC)c3)n[nH]c2=S)cc1,7%,5,3%,0%,7%,0%,-11%,-3%,1%
CN(CC(=O)Nc1ccccc1Br)C(=O)c1cc(Cl)nc2ccccc12,-7%,23,18%,-2%,5%,0%,-13%,18%,-8%
Cc1ccc(CS(=O)(=O)c2cn(CC(=O)Nc3ccon3)c3ccccc23)cc1,0%,-18,1%,-19%,-3%,-5%,-1%,14%,-9%
Cc1ccc(CNC(=O)C2CC2c2ccccc2)cc1 (centres undefined),?,-5,-5%,11%,2%,1%,-1%,?,?
CC(C)c1ccccc1OCC(=O)NCC(c1cccs1)N1CCOCC1 (centres undefined),18µM*,-9,-23%,-12%,-24%,-3%,-5%,2%,-20%
Nc1cc(=O)[nH]c(SCCSc2ccc(F)cc2)n1,?,3,?,-12%,-3%,2%,-2%,13%,-11%
COc1ccc(/C=C2\CCn3c2nc2cc(C(=O)O)ccc2c3=O)cc1O,4%,24,-8%,17%,-5%,?,-13%,-3%,18%
Cc1c(C(=O)N(Cc2ccccc2)Cc2cccnc2)cnn1-c1ccc(F)cc1,-19%,29,16%,3%,1%,-3%,2%,22%,7%
Nc1ccc(Cl)cc1C(=O)OCC(=O)NC1CCS(=O)(=O)C1 (centres undefined),8%,0,0%,-11%,5%,-8%,17%,-10%,0%
C=CC[C@H](CC(=O)OC(C)(C)C)C(=O)OC[C@H]1CCCN1C(=O)[C@H](CC=C)CC(=O)N(CCO)Cc1ccccc1,-13%,-28,-5%,27%,1%,-4%,-13%,0%,7%
CC(C)c1ccc(NC(=O)C2Cc3c(-c4ccccc4Oc4ccccc4)ccnc3O2)cc1 (centres undefined),?,-20,?,-18%,6%,-10%,.,.,?
CC(C)(C)c1ccc(NC(=O)COC(=O)c2ccc(CN3CCCC3=O)cc2)cc1,?,15,1%,1%,13%,-2%,?,-3%,-4%
Cc1ccc(CNS(=O)(=O)c2c(N)n(C)c(=O)n(C)c2=O)cc1,22%,12,13%,3%,-9%,-13%,-1%,5%,2%
O=C(O)c1ccccc1C(=O)NNc1cccc(Cl)n1,-2%,33,-5%,-12%,29%,?,-16%,-11%,15%
CN(/C=C1/C(=O)CNC1=O)CCO,-1%,9,10%,15%,-1%,3%[57.1 µM],17%,11%,-4%
Nc1cnc(Br)cc1Br,3%,18,4%,13%,0%,-9%,-4%,-1%,1%
CCCCOc1ccc(C(=O)N/C(=C\c2cccc([N+](=O)[O-])c2)C(=O)OC(C)C)cc1,7%,9,6%,39%,4%,-4%,-2%,12%,8%
C#CCOc1ccc(/C=C2/C(=O)N(c3cccc(C(=O)O)c3)N=C2C)cc1OC,19%,10,11%,2%,34%[activator],?,0%,5%,9%
Cc1cc(C(=O)COC(=O)c2ccco2)c(C)n1Cc1ccco1,12%,-13,0%,-8%,.,-14%,?,8%,-16%
COc1cccc(S(=O)(=O)N(C)C[C@@H]2OCc3cnnn3CCCC(=O)N([C@@H](C)CO)C[C@H]2C)c1,3%,18,5%,22%,13%,2%,.,.,13%
CCOC(=O)N1CCN(S(=O)(=O)c2ccc(C(=O)NNc3nc4cc(C)cc(C)c4s3)cc2)CC1,6%,100,4.1µM*,?,?,-4%,?,?,?
COc1ccc(OC)c(N(CC(=O)N2CCOCC2)S(C)(=O)=O)c1,-16%,2,2%,20%,-8%,-25%,-4%[9.22 µM],-19%,9%
CC(C)(C)CNC(=O)c1cccc2c1C(=O)c1ccc(N3CCCC3)cc1S2(=O)=O,-5%,-10,-17%,-7%,-26%,4%,-2%,11%,2%
O=C(COC(=O)/C=C/c1ccccc1)NC1CCCCCC1,-17%,-1,-6%,15%,3%,-8%,0%,5%,10%
COC(=O)c1c(C#N)c(N)nc2c1CCCC2,2%,-6,13%,8%,17%,-2%,2%,1%,5%
COCCCN1C(=O)C(O)=C(C(=O)c2ccc(C)o2)C1c1cccc(Br)c1 (centres undefined),10%,31,25%,3%,7%,-8%,-8%,8%,5%
C=CCN1CC(C)/C(=N\O)CC1C (centres undefined),25%,-13,3%,2%,8%,2%,-137%[inhibitor],0%,-5%
COCCCN1C(=O)/C(=C/c2ccc(CNS(=O)(=O)c3ccccc3)o2)C(C(=O)OC)=C1C,-10%,-22,-8%,-1%,-9%,-10%,?,17%,-2%
COc1ccc(N(CC(=O)NCc2cccs2)S(=O)(=O)c2cccc(C)c2)cc1,-18%,-1,6%,0%,6%,-1%,4%,2%,-9%
CC(=O)c1ccccc1NC(=O)CCNC(=O)c1ccco1,-4%,13,25%,27%,7%,-3%,8%,-3%,11%
COc1cccc(-c2nc(CS(=O)(=O)CC(=O)NCCc3cc(OC)ccc3OC)c(C)o2)c1,?,-15,?,-25%,-18%,-9%,0%,5%,-19%
CCOCCCNC(=O)COc1ccc(OC)cc1,2%,28,13%,9%,8%,10%,-1%,4%,11%
Nc1ccc2nc(-c3ccccc3)sc2c1,?,-23,16µM*,?,?,-1%,?,26µM*,?
COc1cc2[nH]c(C(=O)N(C)Cc3ccccc3)cc2c(OC)c1OC,0%,-14,1%,-3%,.,-2%,-15%,-4%,9%
COc1ccc(-c2cc(-c3ccco3)[nH]c(=O)c2C#N)cc1,-1%,0,3%,6%,.,3%,9%,13%,0%
CN1C(=O)SC(Nc2ccccc2)C1=O (centres undefined),10%,17,-7%,11%,5%,0%,-4%[9.22 µM],2%,1%

# Five compounds from above, ordered by the value under WRN helicase inh, rising.
Molecule | WRN helicase inh
COCCCN1C(=O)/C(=C/c2ccc(CNS(=O)(=O)c3ccccc3)o2)C(C(=O)OC)=C1C | -10%
COCCCN1C(=O)C(O)=C(C(=O)c2ccc(C)o2)C1c1cccc(Br)c1 (centres undefined) | -8%
CCCCOc1ccc(C(=O)N/C(=C\c2cccc([N+](=O)[O-])c2)C(=O)OC(C)C)cc1 | -4%
COc1cc2[nH]c(C(=O)N(C)Cc3ccccc3)cc2c(OC)c1OC | -2%
Nc1ccc2nc(-c3ccccc3)sc2c1 | -1%

# Limited to HT1080 IDH1KD tx, IL-1B inflam inh and MCF10A rereplic, for 6 of the compounds above:
mol	HT1080 IDH1KD tx	IL-1B inflam inh	MCF10A rereplic
Cc1cc(C(=O)COC(=O)c2ccco2)c(C)n1Cc1ccco1	-16%	-13	8%
CCCCOc1ccc(C(=O)N/C(=C\c2cccc([N+](=O)[O-])c2)C(=O)OC(C)C)cc1	8%	9	12%
COc1ccc(OC)c(N(CC(=O)N2CCOCC2)S(C)(=O)=O)c1	9%	2	-19%
COCCCN1C(=O)C(O)=C(C(=O)c2ccc(C)o2)C1c1cccc(Br)c1 (centres undefined)	5%	31	8%
COC(=O)c1c(C#N)c(N)nc2c1CCCC2	5%	-6	1%
O=C(COC(=O)/C=C/c1ccccc1)NC1CCCCCC1	10%	-1	5%

# Remaining list, next part:
SMILES,KB-V1 MDR tox,IL-1B inflam inh,KB-3-1 tox,HT1080NT lethal,ATXN2 expr inh,WRN helicase inh,SW480 rerep,MCF10A rereplic,HT1080 IDH1KD tx
O=C(Nc1cccc2cccnc12)c1ccc(Cl)cc1,3%,-17,16%,-5%,44%[activator],-3%,-2%,-4%,0%
O=C(CN(Cc1ccc2c(c1)OCO2)C(=O)CNS(=O)(=O)c1ccccc1)NCc1ccco1,0%,5,20%,17%,7%,-3%,-2%,0%,19%
COC(=O)C1=C(N)Oc2cc(C)n(C)c(=O)c2C1c1ccc(Cl)cc1 (centres undefined),?,10,2%,0%,-10%,-1%,-2%,3%,1%
CCC(CC)C(=O)OCC(=O)Nc1cccc(S(=O)(=O)N(C)c2ccccc2)c1,-5%,-9,4%,11%,-4%,-14%,-4%,25%,7%
COc1cc(SC)ccc1C(=O)NC1CCCc2ccccc21 (centres undefined),?,-16,?,?,-21%,-12%,?,?,?
Cc1ccc(/C=C/C(=O)Nc2cc(S(=O)(=O)N3CCOCC3)ccc2N2CCOCC2)cc1,-24%,-28,?,7%,2%,-1%,?,-5%,21%

# Whole records, quoted from the list.
# Record of COc1cc(SC)ccc1C(=O)NC1CCCc2ccccc21 (centres undefined) → KB-V1 MDR tox = ?; IL-1B inflam inh = -16; KB-3-1 tox = ?; HT1080NT lethal = ?; ATXN2 expr inh = -21%; WRN helicase inh = -12%; SW480 rerep = ?; MCF10A rereplic = ?; HT1080 IDH1KD tx = ?
# Record of Cc1ccc(/C=C/C(=O)Nc2cc(S(=O)(=O)N3CCOCC3)ccc2N2CCOCC2)cc1 → KB-V1 MDR tox = -24%; IL-1B inflam inh = -28; KB-3-1 tox = ?; HT1080NT lethal = 7%; ATXN2 expr inh = 2%; WRN helicase inh = -1%; SW480 rerep = ?; MCF10A rereplic = -5%; HT1080 IDH1KD tx = 21%
